# Screens from PubChem.
# CAL PDZ FP-1: blocks peptide binding to human CAL PDZ domain | 330,000 compounds, 0.02% hits | Q9HD26 | purified CAL PDZ, TMR-peptide fluorescence polarization, 1 h | inhibition, % at 20 µM | AID 504414;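 active means highest replicate inhibition of at least 40%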;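 further: plate controls were DMSO neutral control wells for no effect and unlabeled competitor peptide control wells for full effect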
#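 Assay system – tagged CAL PDZ protein CerCALP, purified · Timing – 1 h at RT · Compound – single point, 20 µM · Measured by – fluorescence polarization from S- and P-plane intensities, G-factor corrected · Evaluation – inhibition from polarization loss · Probe or stimulus – TMR reporter peptide T*-PRC34 · Buffer or medium – pH 7.4 phosphate-saline buffer, reducing agent, detergent, IgG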
# MITF TRPM1 HTS: MITF TRPM1 promoter activation in melanoma cells. activation, % at 12.5 µM. 300,000 compounds, 0.75% hits. SK-MEL-5 TRPM1-promoter luciferase, 24 h; % of positive control, neutral wells = 0;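 active means mean activation of at least 80% with every replicate also reaching 80%; inconclusive means mean reaches 80% but some replicate falls short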;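 further: 0% = neutral control wells and 100% = parthenolide positive control wells; values of inactives mirror those of a sister screen read the other way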
# RTF Ca sens act: cardiac RTF calcium sensitization. P19429+P45379. IANBD-labeled TnC RTF fluorescence at EC20 calcium; 0% EC20 calcium, 100% full calcium. activation, % at 7.2 µM. 340,000 compounds, 0.24% hits. AID 493008;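 active means activation above the mean over all tested compounds plus 3 SD, cut at about 30% in these data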;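 further: rise in fluorescence read as greater calcium sensitivity of cardiac thin filaments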
# dFosB act: enhances mouse delta FosB homodimer DNA binding | P13346 | purified delta FosB, TAMRA-CDK5 oligo fluorescence polarization; percent of positive-control signal above neutral wells | activation, % at 25 µM | 340,000 compounds, 0.99% hits | AID 493131;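 active means mean activation above about 17%, with every replicate also reaching it, limit read from the data, passing the limit was not always enough; inconclusive means only one of the two conditions met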;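 further: fluorescence polarization rise as delta FosB binds a TAMRA Cdk5 AP-1 oligo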
# Target sequence (P13346 whole entry, looked up): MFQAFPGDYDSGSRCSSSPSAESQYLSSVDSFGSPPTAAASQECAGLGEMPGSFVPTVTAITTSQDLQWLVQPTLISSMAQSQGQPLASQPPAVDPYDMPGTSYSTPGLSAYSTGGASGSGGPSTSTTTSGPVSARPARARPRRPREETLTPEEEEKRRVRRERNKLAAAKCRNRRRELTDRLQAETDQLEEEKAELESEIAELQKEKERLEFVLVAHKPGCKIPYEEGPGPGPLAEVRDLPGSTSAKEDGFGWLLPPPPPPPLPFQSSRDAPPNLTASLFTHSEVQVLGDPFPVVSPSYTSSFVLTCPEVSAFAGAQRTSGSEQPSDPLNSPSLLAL
# Rtt109 Vps75: blocks Candida albicans Rtt109/Vps75 acetyltransferase activity. purified Rtt109/Vps75, ThioGlo CoA-SH fluorescence, 4 h. 330,000 compounds, 0.16% hits. inhibition, % at 34.9 µM;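 active means inhibition of at least 50% in every replicate; inconclusive means best replicate reaches 50% inhibition but some replicates fall short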
# Wnt act: activates Wnt/beta-catenin signaling in a reporter cell assay; activator, plate reader; activation, % at 9.35 µM; 300,000 compounds, 1.2% hits; in the data active means activation above about 30%, passing the limit was not always enough; inconclusive means no clear call, values can overlap the other calls;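 further: 0% = neutral control wells and 100% = positive control wells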
# CAL PDZ FP-2: CAL PDZ (human) peptide binding inhibition | inhibition, % at 24.9 µM | AID 602252 | 300,000 compounds, 0.92% hits | Q9HD26 | purified CAL PDZ, TMR-peptide fluorescence polarization, 1 h;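 active means mean inhibition of at least 30% with at least half of replicates also reaching 30%; inconclusive means no clear call, values can overlap the other calls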;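 further: 0% = DMSO neutral control and 100% = excess unlabeled competitor peptide PRC23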
# Tat transport: blocks Tat-dependent protein export in E. coli; inhibition, % at 10 µM; 340,000 compounds, 0.036% hits; E. coli MC4100 TorA-mCherry Tat export, fluorescence; AID 488895;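 active means mean replicate inhibition at least 50% and at least half of replicates individually reaching 50%; inconclusive means only one of the two criteria met; inactive means neither criterion met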;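 further: exported cargo escapes ClpAP degradation while cytoplasmic cargo is degraded and loses fluorescence; 0% = median of neutral control wells and 100% = median of NaSCN control wells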
# CDK5 p35 inh: CDK5/p35 (human) kinase inhibition. Q00535+Q15078. Recombinant CDK5/p35, ADP-Glo luminescence, 60 min. inhibition, % at 10 µM. 330,000 compounds, 0.01% hits. AID 488839;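 active means highest replicate inhibition of at least 50% and at least 75% of replicates reaching 50%; inconclusive means only one of the two criteria met; inactive means both criteria failed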;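 further: plate controls were DMSO neutral control for no effect and GW8510 at 10 µM for full effect; many of its hits are not listed in these tables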
# Target sequence (Q00535 whole entry, looked up): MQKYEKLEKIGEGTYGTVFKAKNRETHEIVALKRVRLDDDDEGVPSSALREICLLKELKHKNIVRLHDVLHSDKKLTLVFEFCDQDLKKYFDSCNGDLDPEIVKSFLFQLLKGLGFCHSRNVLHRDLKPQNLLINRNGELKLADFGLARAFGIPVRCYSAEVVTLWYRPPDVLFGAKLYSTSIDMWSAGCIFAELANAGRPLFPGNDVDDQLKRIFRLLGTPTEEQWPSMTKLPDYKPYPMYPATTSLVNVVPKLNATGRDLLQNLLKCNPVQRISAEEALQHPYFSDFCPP
# Target sequence (Q15078 whole entry, looked up): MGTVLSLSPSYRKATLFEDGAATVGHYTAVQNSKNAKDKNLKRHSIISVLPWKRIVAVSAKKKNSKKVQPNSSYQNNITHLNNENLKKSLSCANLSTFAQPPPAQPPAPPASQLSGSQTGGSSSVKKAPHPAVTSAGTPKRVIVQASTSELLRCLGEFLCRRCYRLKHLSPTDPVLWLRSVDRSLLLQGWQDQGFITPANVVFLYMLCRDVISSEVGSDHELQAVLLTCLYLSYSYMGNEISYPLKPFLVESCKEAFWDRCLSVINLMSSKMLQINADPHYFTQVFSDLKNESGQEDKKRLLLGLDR
# V-ATPase pHluor: alters yeast V-ATPase proton transport | S. cerevisiae, pHLuorin cytosolic pH fluorescence | AID 504577 | response, % at 10 µM | 350,000 compounds, 0.37% hits; in the data active means response mostly above about 7.3%, no sharp cut-off; inactive means mostly below about 5.4%; further: actives read high; inactives centre near 0; some compounds called inactive have numbers as strong as hits; reference of the scale not given here
# Numbers without * were called inactive; ? = inconclusive; / = no result given; & = joins results of further samples.
SMILES,CAL PDZ FP-1,MITF TRPM1 HTS,RTF Ca sens act,dFosB act,Rtt109 Vps75,Wnt act,CAL PDZ FP-2,Tat transport,CDK5 p35 inh,V-ATPase pHluor
CCC(C)c1ccc(S(=O)(=O)N2CCN(C(C)CC(=O)O)CC2)cc1 (stereo not given),0.6,8.3,-5.0,5.8,-1.1,0.7,2.7,-6.2,0.0,-1.6
COc1cccc(NCc2cc(=O)oc3cc(-c4ccccc4)c(O)cc23)c1,-0.1,24.1,1.2,-4.7,-0.9,2.7,-7.7,-6.9,1.0,21.0*
COC(=O)c1ccccc1NC(=O)NC1CCCC1,-0.2,14.9,1.7,2.9,2.4,0.5,0.2,-8.8,0.9,0.4
CCC1(CC)C(=O)Nc2ccccc21,-0.8,6.4,16.5,-3.7,-1.5,2.7,-2.3,12.8,-0.7,4.5
COc1ccc(CN2C(=O)c3cccnc3C2=O)cc1S(=O)(=O)NCc1ccccc1,-0.2,-2.6,-3.3,-14.2,4.2,-1.2,0.2,-1.4,0.1,0.6
Cc1c(C(N)=O)c(N)c(C(=O)c2ccccc2)n1-c1ccccc1,-2.2,/,-1.7,-2.4,/,-1.4,0.0,-0.3,1.5,4.0
N#CC1=C(N)NC(SCc2ccccc2)=C(C#N)C12CCCCC2,-0.7,/,3.4,-6.5,-2.1,2.8,-2.7,0.6,0.7,-0.7
O=S(=O)(c1cnc(Cl)c(Cl)c1)N1CCN(c2ncccn2)CC1,0.4,1.8,1.2,2.1,-8.9,-1.2,1.5,1.6,0.2,-5.6
Cc1cc(S(=O)(=O)Nc2c(C)nn(C)c2C)c(Cl)cc1Cl,1.0,-7.7,17.4,-8.8,2.8,-1.9,-3.0,-1.3,-4.5,4.2
Cc1cccc(CSc2nc3ccccc3c(=O)n2C)c1,-0.1,-14.8,1.8,-8.0,-1.2,-14.9,/,2.0,0.7,3.0

# V-ATPase pHluor, what is marked active above
SMILES,CAL PDZ FP-1,MITF TRPM1 HTS,dFosB act,Rtt109 Vps75,Wnt act,CAL PDZ FP-2,Tat transport,CDK5 p35 inh,V-ATPase pHluor
COc1cccc(NCc2cc(=O)oc3cc(-c4ccccc4)c(O)cc23)c1,-0.1,24.1,-4.7,-0.9,2.7,-7.7,-6.9,1.0,21.0*

# (list continues)
SMILES,CAL PDZ FP-1,MITF TRPM1 HTS,RTF Ca sens act,dFosB act,Rtt109 Vps75,Wnt act,CAL PDZ FP-2,Tat transport,CDK5 p35 inh,V-ATPase pHluor
CCOC(=O)[C@@H]1[C@H]2COc3ccc(Br)cc3[C@@H]2N2C(=O)N(c3ccc(C)cc3)C(=O)[C@]12C,0.5,-6.6,-4.7,4.2,-5.1,-3.8,-3.5,-2.6,0.2,0.8
CC1(C)CC(=O)C(C=Nc2ccncc2)=C(O)C1,-3.1,0.1,-5.6,-1.7,30.1,/,-1.1,-0.8,0.5,-0.1
COc1ccc(NC(=O)c2cccc(Cn3cc(Br)cn3)c2)cn1,-3.8,-9.4,10.2,-9.3,?,-13.1,-4.2,18.1,-1.7,3.6
CCc1nnc(NC(=O)CSc2nnc(COc3ccc(C)cc3)n2-c2ccccc2)s1,-1.7,/,0.7,-7.4,-3.6,8.4,-2.0,-2.8,-0.4,-1.0
O=C(NC(Cc1ccc(O)cc1)C(=O)O)/C(=C/c1ccccc1)NC(=O)c1ccccc1 (stereo not given),-0.8,-2.2,-2.0,-10.5,-7.5,-0.4,-2.5,3.9,-0.7,1.7
COc1ccc(CCNC(=O)c2nn(C)c3c2CS(=O)(=O)c2ccccc2-3)cc1OC,-2.0,-0.3,-5.1,0.6,6.0,/,-2.9,-6.1,/,4.1
Cc1cc(C(=O)CSc2n[nH]c(N)n2)c(C)n1-c1cccc(F)c1,-4.0,29.7,3.5,-4.7,-0.1,-2.3,-3.1,-0.1,0.3,-1.1
COc1ccccc1N1CCN(C2CCCN(Cc3c(F)cccc3F)C2)CC1 (stereo not given),0.4,/,-3.6,2.7,-1.3,-2.6,-1.0,2.5,2.6,-0.6
O=C1COc2ccc(C(=O)CSc3nnnn3-c3ccccc3)cc2N1,/,5.2,2.7,-2.3,-4.6,/,-4.5,-1.8,0.4,5.7
O=[N+]([O-])c1ccc(N2CCCCC2)cc1NCCOc1ccccc1,-1.7,16.1,-1.1,-0.1,-1.0,/,-5.0,-3.4,-0.1,0.8
COc1ccc(NC(=O)COc2cccc(-n3cnnn3)c2)cc1,-1.7,7.7,-3.6,1.0,20.3,1.4,-3.0,13.0,1.1,7.1
N#Cc1ccc(C(=O)Nc2ccc(N3CCN(C(=O)c4ccco4)CC3)cc2)c(F)c1,-2.4,-6.8,4.3,-10.4,-1.0,/,/,-4.8,-0.4,5.1
COCCNC(=O)CSc1nnc(NC(=O)C2CC(=O)N(c3ccccc3OC)C2)s1 (stereo not given),-0.8,-2.6,-2.3,-4.2,0.7,2.3,-6.4,-0.9,1.2,-1.2
CC1(C)Cc2nc3sc(C(N)=O)c(N)c3cc2CO1,-1.7,37.5,-1.4,0.2,4.9,3.8,-2.4,-2.3,2.7,-0.1
CCC(Sc1nc(N)cc(=O)[nH]1)C(=O)Nc1cc(C)on1 (stereo not given),-0.4,3.3,9.8,-4.5,4.3,-0.5,-4.4,12.2,-12.1,0.2
CCN1CCN(C(=O)CS(=O)(=O)Cc2nc(-c3cccc(OC)c3)oc2C)CC1,-2.3,5.3,1.3,-10.4,-10.5,-1.2,-4.8,9.8,0.2,-4.5
CCCc1cc(=O)oc2c(CNc3ccc(OCC)cc3)c(O)ccc12,-1.0,-5.4,0.3,-8.1,-5.4,0.2,/,-7.7,-0.5,-2.4
COc1cccc(-c2nc(C#N)c(N3CCN(C(=O)c4ccco4)CC3)o2)c1,-2.6,5.7,-4.4,-2.8,-3.2,4.9,-2.5,1.2,-3.7,-1.2
O=C(CN(Cc1ccco1)Cc1cccs1)N1CCN(S(=O)(=O)c2cccc(F)c2)CC1,-0.1,0.8,3.8,-6.3,-5.2,-1.2,-6.7,9.9,-1.4,-0.5
Cc1cccc(C)c1NC(=O)CCN1C(=O)C2C3CCC(C3)C2C1=O (stereo not given),0.3,-8.2,0.2,6.4,-9.0,/,/,3.2,-0.7,-1.3
N#Cc1nc(COc2ccc(F)cc2)oc1N1CCCCC1,-2.5,-12.9,-1.0,-6.5,-18.2,0.1,0.7,-4.6,-1.6,6.2
CC(=O)N1CCN(C(=O)COC(=O)c2ccc(S(C)(=O)=O)cc2)CC1,0.4,-1.3,12.8,1.5,1.1,1.6,3.3,7.7,0.8,-2.8
COc1ccc(C(C)NC(=O)CCc2ccccc2)cc1 (stereo not given),-0.2,1.0,-1.3,-0.4,-4.3,-0.1,-7.0,-3.2,1.7,-4.2
C=C1C[C@]23C[C@@]1(O)CC[C@H]2[C@@]12C=C[C@H](O)[C@@](C)(C(=O)O1)[C@H]2[C@@H]3C(=O)O,0.3&0.2,-15.3&-0.3,2.7&-6.3,1.1&-0.2,0.5&17.5,8.9&-0.5,1.0&-5.8,-7.9&-9.4,-0.1&0.5,1.2&0.5
Cc1ccc(-c2nnc(NCc3nc4ccccc4[nH]3)c3ccccc23)cc1S(=O)(=O)N1CCOCC1,-5.8,-28.4,-4.9,56.2*,6.2,/,-7.4,-16.5,/,2.0
COc1cccc(C=NNc2nnc(NN=Cc3cccc(OC)c3OC)c3ccccc23)c1OC,-3.1,37.3,0.5,-16.9,-3.5,26.0,-10.3,-1.3,-0.1,-4.5
CC(C)CC(=O)Nc1ccc(Nc2ccccc2)cc1,-1.3,/,11.3,-13.7,1.4,/,0.9,18.2,-2.2,3.0
COc1ccc(NS(=O)(=O)c2ccc(NC(=O)C(CCSC)NC(N)=O)cc2)cc1 (stereo not given),-2.7,1.8,-1.9,-8.2,3.3,-4.3,-6.2,-10.1,-0.6,-0.1
O=c1cc(N2CCCCC2)c(-c2ccccc2)n[nH]1,-0.7,2.9,-0.7,-4.2,6.1,-8.5,/,-5.4,-0.9,-0.1
O=C(COc1ccc(Cl)cc1[N+](=O)[O-])N1CCCCC1,-2.4,-14.8,18.3,-9.4,-1.3,-0.8,/,9.6,-6.1,-2.0
CC(=O)N1CCN(CCN=CC2=C(O)CC(C)(C)CC2=O)CC1,/,2.7,-2.5,-11.4,-3.6,/,-6.7,7.7,-1.0,0.4
Cc1cccc(NC(=S)NCCc2c[nH]c3ccccc23)c1,-2.2,8.1,-1.9,1.4,7.4,/,-1.2,6.3,1.1,1.3
CC(=O)NC(CC(=O)NNC(=O)COc1c(C)cccc1C)c1ccccc1 (stereo not given),0.5,-3.9,-4.5,1.9,-18.8,61.6*,0.0,13.1,1.1,3.5
COC(=O)C1=C(C)N(c2ccc(C(=O)OC)cc2)C(=O)C1,-2.1,/,-1.5,-13.2,12.1,/,-1.6,4.8,0.5,6.0
CNC(=S)N/N=C/c1ccc(-c2ccc(C(=O)O)cc2)o1,-1.1,3.2,7.4,-2.9,2.4,6.6,-1.8,-1.8,4.9,2.6
O=C(c1cnn(-c2nc3ccccc3s2)c1)c1ccccc1O,-1.9,30.5,6.9,12.8,-2.0,/,0.3,15.6,-4.0,-2.9
COc1ccc(C[C@H]2CN3C(=NC[C@@H]3Cc3ccc(O)cc3)N2CCNC(=O)c2ccc(C)c(Br)c2)cc1,-6.3,-22.6,-2.1,?,3.2,-5.9,-0.8,5.9,-2.5,-1.7
CC(OC(=O)c1cccc(NS(C)(=O)=O)c1)C(=O)Nc1ccc(N2CCOCC2)cc1 (stereo not given),-1.0,-4.1,1.6,0.3,-2.7,-3.6,-0.5,3.2,0.7,3.3
CCOCCOC(=O)COc1ccc2c(=O)c(Oc3ccc(OC)cc3)coc2c1,-0.6,/,7.5,7.3,1.2,2.0,-8.3,-0.6,0.4,1.6
Cc1cccc(OCc2n(CC(=O)OC3CC(C)CCC3C(C)C)c3ccccc3[n+]2C)c1 (stereo not given),-0.4,-95.1,0.9,9.8,/,/,4.4,36.8,-0.6,-1.1
O=C(Nc1ccc(Cl)cc1)N(Cc1nc2ccccc2c(=O)[nH]1)Cc1cccs1,-1.0,2.1,-3.0,1.4,7.8,4.4,-4.3,2.1,0.5,-0.2
COc1ccc2cc(C#N)c(SCC(=O)N3CCCC3)nc2c1,/,30.0,3.1,-27.9,-0.5,20.5,-4.4,12.4,1.2,1.1
NC(=O)NC(=O)COC(=O)CCSc1ccccc1,0.3,-6.5,-6.8,5.9,-0.6,-0.2,0.1,-0.3,0.2,-0.3
O=C(N/N=C/C=C\c1cccc([N+](=O)[O-])c1)c1cccnc1,-1.5,-7.3,-5.1,-0.6,-0.9,-23.4,-0.8,-4.1,-0.6,-5.4
